EWS-Fli inh: EWS/Fli transcriptional activity inhibition | AID 651661 | 0.67% of 350,000 active | inhibition, % at 12.6 µM | A673 NR0B1-luciferase reporter, viability-normalised;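 active = mean inhibition of at least 50% after viability correction, with every replicate also passing that limit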;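 also: firefly luciferase signal divided by Alamar Blue viability fluorescence both relative to DMSO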
PglD DTNB: inhibitors of Campylobacter jejuni PglD acetyltransferase; AID 602405; inhibition, % at 12.5 µM; purified PglD enzyme, DTNB colorimetric CoA detection; 0.098% of 360,000 active; in the data active = inhibition above about 16%, passing the limit was not always enough; also: strong numbers were not always called active
LGR2 inh: inhibitors of bursicon-induced Drosophila LGR2 receptor cAMP signaling; inhibition, % at 9.99 µM; 0.35% of 380,000 active; HEK293 LGR2, CRE-luciferase, bursicon-stimulated, 4 h;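 active = drop in luminescence signal, shown as inhibition above about 50% in the replicate tests, limit read from the data, passing the limit was not always enough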;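 also: agonist challenge used bursicon conditioned medium at about half maximal strength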
PAX8 reporter: PAX8 transcriptional activity inhibition | RMG-I TPO-luciferase reporter, SteadyGlo, 24 h | inhibition, % at 12.6 µM | 1.2% of 360,000 active | AID 652154;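 active = mean replicate inhibition at least 60% with every replicate also reaching 60%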;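 also: luciferase light reporting Pax8 driven TPO promoter activity; plate controls were median of neutral control wells for no effect and mitoxantrone controls for full effect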
ERAP1 HTS inh: ERAP1 (human) enzyme inhibition | inhibition, % at 10.7 µM | recombinant ERAP1, Leu-AMC fluorescence, 60 min | 0.15% of 340,000 active;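 active = mean replicate inhibition of at least 30%, or all replicates individually reaching that 30% level; inactive = mean below 30% and not every replicate reaching it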;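 also: 0% = neutral control wells and 100% = L-leucinethiol positive control wells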
Target sequence (Q9NZ08 whole entry, looked up): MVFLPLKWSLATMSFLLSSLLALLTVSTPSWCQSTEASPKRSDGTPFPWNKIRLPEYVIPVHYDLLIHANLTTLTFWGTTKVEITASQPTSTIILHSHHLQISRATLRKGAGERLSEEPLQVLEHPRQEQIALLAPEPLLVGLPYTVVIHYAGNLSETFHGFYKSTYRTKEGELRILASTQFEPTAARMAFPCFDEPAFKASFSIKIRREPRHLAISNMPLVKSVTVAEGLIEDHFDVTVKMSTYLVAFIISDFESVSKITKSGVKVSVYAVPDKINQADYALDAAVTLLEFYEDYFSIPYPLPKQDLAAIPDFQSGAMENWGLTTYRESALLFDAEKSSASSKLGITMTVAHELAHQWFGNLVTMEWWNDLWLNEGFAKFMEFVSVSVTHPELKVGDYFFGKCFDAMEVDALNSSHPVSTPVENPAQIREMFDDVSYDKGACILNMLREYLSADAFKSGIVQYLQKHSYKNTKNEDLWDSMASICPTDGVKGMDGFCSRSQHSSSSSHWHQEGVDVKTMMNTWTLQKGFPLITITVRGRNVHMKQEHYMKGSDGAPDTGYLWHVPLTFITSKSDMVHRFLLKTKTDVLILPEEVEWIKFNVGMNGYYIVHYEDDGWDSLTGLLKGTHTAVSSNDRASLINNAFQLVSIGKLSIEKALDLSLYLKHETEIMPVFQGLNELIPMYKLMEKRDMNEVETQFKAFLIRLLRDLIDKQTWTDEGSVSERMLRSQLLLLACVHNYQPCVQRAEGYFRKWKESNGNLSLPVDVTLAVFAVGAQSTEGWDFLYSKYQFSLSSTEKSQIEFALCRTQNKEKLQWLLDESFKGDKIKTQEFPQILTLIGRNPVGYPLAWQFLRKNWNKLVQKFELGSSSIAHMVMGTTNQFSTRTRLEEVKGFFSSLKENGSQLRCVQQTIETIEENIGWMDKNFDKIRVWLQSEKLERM
S100A4 MyoIIA: S100A4-myosin IIA interaction inhibition; S100A4/TAMRA-MyoIIA peptide fluorescence polarization; inhibition, % at 10.7 µM; 0.14% of 360,000 active; AID 652163;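 active = mean inhibition of at least 70% across replicates, with every replicate also reaching that level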
Target sequence (P26447 whole entry, looked up): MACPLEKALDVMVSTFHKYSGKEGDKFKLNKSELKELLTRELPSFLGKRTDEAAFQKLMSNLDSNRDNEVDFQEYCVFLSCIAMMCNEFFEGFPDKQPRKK
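Compound dosing: one dose per compound; test system: human S100A4 monomer with TAMRA-labelled myosin IIA peptide; probe or stimulus: TAMRA-labelled myosin IIA heavy-chain peptide probe, 5 nM; medium: HEPES buffer with Ca2+, pH 7.2; schedule: 5 min incubation before reading; benchmarks: neutral control DMSO, positive control TFP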
FN deposition inh: fibronectin deposition inhibition; AH1F fibroblasts, Alexa488-fibronectin deposition fluorescence, overnight; inhibition, % at 12.6 µM; 0.086% of 350,000 active;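 active = mean inhibition across replicates of 30% or more, regardless of how many single replicates reach that level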;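 also: positive control wells lacked labelled fibronectin entirely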
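Material: AH1F fibroblast monolayer depositing Alexa488-labelled fibronectin into matrix | Input: 10000 AH1F cells/well | Medium: DMEM plus 2% serum, read in PBS | Reagent: Alexa488-fibronectin, 24 nM final in well | Compound dosing: One dose per compound, pinned | Schedule: 1 h adhesion, overnight exposure | Measured by: Fluorescence at 485 nm excitation, 525 nm emission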
PGC1a acetyl inh: PGC1a acetylation modulation, inhibitor mode | U2OS PGC1a acetylation, AlphaScreen anti-acetyl-lysine; with virally co-expressed GCN5 acetyltransferase | inhibition, % at 15.6 µM | 0.17% of 350,000 active | AID 651687;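 active = every replicate shows inhibition of at least 40%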;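 also: 0% = neutral control wells and 100% = positive control wells; some results beyond the cut were filed as inactive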
Numbers without * were called inactive; x = not tested or not shown.

SMILES	EWS-Fli inh	PglD DTNB	LGR2 inh	PAX8 reporter	ERAP1 HTS inh	S100A4 MyoIIA	FN deposition inh	PGC1a acetyl inh
CC1CN(c2nc3c(c(=O)n(Cc4ccc(Cl)cc4)c(=O)n3C)n2C)CC(C)O1 (stereo unspecified)	x	3.9	x	9.6	1.0	1.2	15.1	1.0
N#C[C@@H]1[C@@H](c2ccccc2C2=CCCCC2)[C@@H](CO)N1C(=O)c1cccc(F)c1	-7.5	x	0.4	x	-0.6	7.6	-9.0	2.3
O=C(Nc1nccs1)[C@@H]1CCCN1S(=O)(=O)c1ccc(Cl)cc1	-6.2	-4.6	8.1	3.6	0.5	-4.8	x	7.2
O=C(COc1ccc2ccccc2c1)Nc1ccc(Br)cc1C(=O)O	6.0	2.3	11.8	13.6	-0.9	0.7	12.4	x
O=C(NC1CCCC1)[C@H]1[C@H](CO)[C@H]2Cn3c(cccc3=O)[C@@H]1N2Cc1cc(F)ccc1F	0.9	3.2	26.2	x	3.1	-0.1	x	x
Nc1ccc2c(c1)C(=Cc1cccnc1)c1ccccc1-2	5.2	2.4	-21.3	3.2	0.2	-1.9	1.5	14.2
COc1cc(NC(=O)C2CC2)c(OC)cc1NC(=O)c1ccco1	-4.5	2.4	-4.4	-8.4	-2.6	-4.3	0.7	5.7
Nc1nc(NCCCN2CCOCC2)nc(Nc2cccc(Cl)c2)c1[N+](=O)[O-]	-13.7	x	-2.5	15.4	x	-3.4	10.6	x
Cc1cscc(C)c1=S	-3.6	-0.1	-10.6	-4.1	-3.2	-0.7	8.0	4.2
COc1ccc(S(=O)(=O)Nc2ccc3c(c2)C(=O)N([C@H](C)CO)C[C@@H](C)[C@H](CN(C)S(=O)(=O)c2ccc(OC)cc2)OCCCC[C@H](C)O3)cc1	11.1	1.0	10.6	-3.7	x	x	-7.5	0.6
O=C(Nc1cccc(Cl)c1Cl)Nn1cnnc1	x	-1.9	-9.0	21.0	-4.9	-2.8	x	x
COc1ccc(C(=O)Oc2ccc(Br)cc2C(=S)N2CCOCC2)cc1	3.2	-1.2	-0.7	2.9	-1.0	-0.4	4.7	x
COCCn1c(SC(C)C(=O)NC2CC2)nnc1-c1cccc(C)c1 (stereo unspecified)	-2.1	4.5	6.8	0.9	2.2	0.5	-2.5	9.3
O=C(Nc1ccc2c(c1)OCO2)c1ccc(CO)cc1	-47.8	-1.7	-15.4	-86.3	1.6	-5.0	8.2	-11.7
CN(C)c1ncnc2c1ncn2[C@H]1CN(CCN2CCOCC2)C[C@@H](CO)O1	-7.1	0.4	-12.4	-2.4	-5.6	0.6	5.8	2.8
CN1CCN(C(=O)c2ccc(S(=O)(=O)Nc3ccccc3)cc2)CC1	-9.4	0.2	11.1	2.6	2.4	7.3	4.0	1.7
O=C1N(C2CCCC2)C[C@@H]2C[C@@H](c3cn[nH]c3-c3ccc(Cl)cc3)N3CCC[C@@]123	x	-6.4	7.7	23.7	x	x	-5.4	7.0
CNC(=O)C[C@@H]1CC[C@@H]2[C@@H](COc3ccc(NC(=O)c4ccc(OC)cc4)cc3C(=O)N2C)O1	-8.2	1.8	-11.7	-4.3	0.3	-26.9	12.1	-3.5
COC(=O)c1ccc(OC(=O)/C=C/c2ccco2)cc1	3.7	x	7.5	-1.2	2.1	-0.6	5.8	x
CC(C)(C)c1ccc(C2(C)NC(=O)N(CC(=O)Nc3ccc4c(c3)OCO4)C2=O)cc1 (stereo unspecified)	x	-1.9	x	-20.9	x	x	-6.0	2.1
CC1(C)NC(=O)N(CC(=O)Nc2nc(-c3ccc(F)cc3)cs2)C1=O	x	1.0	7.0	x	x	x	-3.1	-2.0
Cc1ccc(S(=O)(=O)N[C@H]2CC[C@@H](CCn3cc(C(C)C)nn3)O[C@@H]2CO)cc1	5.8	-1.0	20.0	7.4	2.3	-17.7	x	-3.4
Cc1ccc(S(=O)(=O)N(C)C[C@@H]2Oc3ccc(NC(=O)CCCCCC(=O)Nc4ccccc4N)cc3C(=O)N([C@H](C)CO)C[C@H]2C)cc1	x	x	-12.5	-6.3	0.7	-9.6	x	1.2
CC(=O)c1ccc(NC(=S)Nc2ccn(Cc3ccc(Br)cc3)n2)cc1	-7.5	1.6	15.9	-0.7	1.6	6.2	8.5	x
COc1ccccc1/C=N/n1cnnc1	x	1.3	x	3.3	x	x	-2.3	3.2
O=C1NC2(CCCCO2)CO1 (stereo unspecified)	-7.9	2.0	-6.5	1.5	-3.4	-3.9	-1.0	-6.9
COc1cccc(NC(=O)CN(C)C(=O)c2ccc(-c3cccc(C(F)(F)F)c3)o2)c1	0.2	x	-11.8	5.8	-1.1	-1.8	-2.9	x
Cc1cc(C)c(S(=O)(=O)Nc2ccc(N3CCOCC3)cc2)c(C)c1	5.3	-1.5	7.3	-19.7	1.2	-12.5	-3.8	0.3
CC(=O)OCC(=O)C1(O)CCC2C3CC(F)C4=CC(=O)CCC4(C)C3C(O)CC21C (stereo unspecified)	-5.8	0.6	3.9	1.4	0.6	3.1	3.6	0.0
CCc1cn(S(=O)(=O)c2ccccc2OC)nc1N	-1.8	4.7	-6.4	x	1.9	-2.4	x	7.5
Cc1nc(N2CCN(c3ccccn3)CC2)c2c(C)c(C(=O)N3CCN(c4ccccc4F)CC3)sc2n1	-14.1	3.5	9.1	-1.1	1.2	-3.1	6.2	x
Cc1cccc(C)c1NC(=O)C1(C)CN(S(C)(=O)=O)CC(=O)N1CCOc1ccccc1 (stereo unspecified)	-7.4	x	-10.5	-29.5	-1.9	-2.2	3.8	x
Cc1ccc(-c2ccnc3c(Br)c(C)nn23)cc1	-6.8	3.4	-7.8	21.7	-0.2	3.2	8.5	15.4
O=C(NC1CCN(C(=O)c2cccc([N+](=O)[O-])c2)CC1)c1ccccc1	6.0	1.2	3.0	-0.4	-0.5	-6.0	2.9	x
O=C(C[n+]1ccccc1)N/N=C/c1ccccc1C(F)(F)F	-0.8	-0.4	-5.1	-2.4	-0.9	-4.2	-0.4	11.2
OCCNCCOCCOc1ccccc1-c1ccccc1	x	6.3	3.6	3.7	x	x	2.1	x
C[C@H]1CN([C@@H](C)CO)C(=O)c2cc(NS(=O)(=O)c3ccc(Cl)cc3)ccc2O[C@@H]1CN(C)S(=O)(=O)c1ccc(F)cc1	-4.0	3.5	-12.8	-34.0	1.1	-6.6	x	-3.6
Cc1noc(C)c1NC(=O)Nc1ccc2c(c1)C(=O)N([C@H](C)CO)C[C@@H](C)[C@@H](CN(C)Cc1ccc(C(=O)O)cc1)OCCCC[C@@H](C)O2	-8.2	0.0	17.6	-4.0	x	x	x	-3.9
CN(C(=O)COC(=O)c1cc2ccccc2cc1O)C1CCCCC1	-7.2	0.5	-35.0	11.2	1.6	-0.4	-5.5	x
C[C@@H]1CN([C@H](C)CO)C(=O)Cc2cc(NS(=O)(=O)c3ccccc3)ccc2O[C@@H]1CN(C)Cc1ccc(C(F)(F)F)cc1	x	-0.5	-15.6	7.9	-2.3	-1.4	x	-8.1
O=C(NCC[C@@H]1CC[C@@H](NS(=O)(=O)c2cccc(F)c2)[C@H](CO)O1)c1cnccn1	6.0	-3.3	20.8	-3.9	1.2	2.6	-15.5	0.3
CCCc1nc2ccc(C)cn2c1Cc1ccsc1	-4.1	0.7	0.1	-14.7	5.7	7.2	-1.8	-0.8
CO[C@@H]1CN(C)C(=O)c2ccc(NS(=O)(=O)c3ccccc3)cc2OC[C@H](C)NC[C@@H]1C	10.3	0.3	21.1	x	1.0	5.9	-2.7	-4.7
CC(C)C[C@H](NC(=O)[C@@H](Cc1ccccc1)n1c(=O)[nH]c2ccccc2c1=O)C(=O)N[C@@H](Cc1ccccc1)C(=O)O	-2.9	0.4	-9.4	x	x	-11.4	x	6.6
C=CCn1c(=O)c2c(nc3n2CCCN3CCc2ccccc2)n(C)c1=O	7.7	2.6	-7.7	17.9	2.6	0.1	-2.5	x
O=C(NCC[C@H]1CC[C@H](NC(=O)C2CC2)[C@@H](CO)O1)Nc1ccc(Cl)cc1	-29.0	3.3	-19.5	x	-0.7	9.9	-3.6	-9.6
O=C(Nc1ccc([N+](=O)[O-])c(NC(=O)c2cccnc2)c1)c1cccnc1	-1.2	-33.1	1.5	-1.3	3.0	-39.5	6.5	-1.3
COc1ccc(S(=O)(=O)Nc2ccc3c(c2)CC(=O)N([C@H](C)CO)C[C@@H](C)[C@H](CN(C)S(=O)(=O)c2ccc(OC)cc2)O3)cc1	5.6	2.1	21.5	-11.2	0.8	16.8	x	-10.2

The list goes on; it opens with the six that closed the last part.
SMILES	EWS-Fli inh	PglD DTNB	LGR2 inh	PAX8 reporter	ERAP1 HTS inh	S100A4 MyoIIA	FN deposition inh	PGC1a acetyl inh
CO[C@@H]1CN(C)C(=O)c2ccc(NS(=O)(=O)c3ccccc3)cc2OC[C@H](C)NC[C@@H]1C	10.3	0.3	21.1	x	1.0	5.9	-2.7	-4.7
CC(C)C[C@H](NC(=O)[C@@H](Cc1ccccc1)n1c(=O)[nH]c2ccccc2c1=O)C(=O)N[C@@H](Cc1ccccc1)C(=O)O	-2.9	0.4	-9.4	x	x	-11.4	x	6.6
C=CCn1c(=O)c2c(nc3n2CCCN3CCc2ccccc2)n(C)c1=O	7.7	2.6	-7.7	17.9	2.6	0.1	-2.5	x
O=C(NCC[C@H]1CC[C@H](NC(=O)C2CC2)[C@@H](CO)O1)Nc1ccc(Cl)cc1	-29.0	3.3	-19.5	x	-0.7	9.9	-3.6	-9.6
O=C(Nc1ccc([N+](=O)[O-])c(NC(=O)c2cccnc2)c1)c1cccnc1	-1.2	-33.1	1.5	-1.3	3.0	-39.5	6.5	-1.3
COc1ccc(S(=O)(=O)Nc2ccc3c(c2)CC(=O)N([C@H](C)CO)C[C@@H](C)[C@H](CN(C)S(=O)(=O)c2ccc(OC)cc2)O3)cc1	5.6	2.1	21.5	-11.2	0.8	16.8	x	-10.2
CC(=O)N(C)C[C@H]1Oc2ncc(-c3ccc(C(=O)N(C)C)cc3)cc2C(=O)N([C@@H](C)CO)C[C@@H]1C	-0.7	3.5	-4.2	3.2	2.7	15.8	x	-1.9
CCOc1ccc(S(=O)(=O)N2CCN(C(=O)c3ccncc3)CC2)cc1	x	-1.1	-0.6	7.1	-2.5	-2.7	-5.6	x
O=[N+]([O-])c1ccc(Cc2nnc(-c3ccc(F)cc3)o2)cc1	-31.0	x	-55.7	-66.1	x	1.4	-3.9	-5.6
O=C(CSc1ncnc2sc3c(c12)CCCC3)NC1CCS(=O)(=O)C1 (stereo unspecified)	0.0	-1.8	x	32.0	0.1	-3.8	-3.9	7.0
O=C(NCc1ccccc1)C(c1ccccc1)n1c(-c2ccncc2)nc2ccccc21 (stereo unspecified)	-17.0	x	-8.7	15.4	11.8	10.5	0.8	x
O=C(N/N=C/c1cc(Cl)cc([N+](=O)[O-])c1O)NC12CC3CC(CC(C3)C1)C2	18.7	x	38.7	x	-1.6	-0.4	-1.7	x
Cc1ccc(-c2nn(C(C)(C)C)c3ncnc(NS(=O)(=O)c4ccc([N+](=O)[O-])cc4)c23)cc1	10.2	x	9.2	-14.0	3.7	-2.0	-8.6	x
CCCCn1c(N)c(N(CC(C)C)C(=O)c2ccc(Cl)c(S(=O)(=O)N3CCCC3)c2)c(=O)[nH]c1=O	7.9	x	2.5	2.9	0.0	-3.5	-5.8	x
